Compound activity deposited in PubChem BioAssay by Sanford-Burnham Center for Chemical Genomics.
H9c2 TAG inh: reduces triacylglycerol accumulation in H9c2 cells. AID 651582. 230,000 compounds, 0.66% hits. Nile Red lipid (TAG) fluorescence; cells loaded with 200 µM oleic acid. inhibition, % at 12.5 µM;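 active = pattern-corrected inhibition of lipid staining of at least 50% with the nuclear-stain viability signal not falling by more than 50%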;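 also: 0% = DMSO wells and 100% = triacsin C control wells; some results filed as inactive read as strong as hits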
H9c2 TAG inh DAPI viability: recorded beside H9c2 TAG inh, whose call it bears; DAPI nuclei signal change (viability), lower = more cytotoxic, %;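 whole-well DAPI fluorescence read on a plate reader as a viability signal; minus 50 percent equals half of cells still viable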
An asterisk follows results filed as active. Only part of the results is shown (hit frequency here may not be typical).

SMILES	H9c2 TAG inh	H9c2 TAG inh DAPI viability
C=CCOc1ccc(/C=C/C(=O)N2CCCN(S(=O)(=O)c3c(C)noc3C)CC2)cc1	-2	-1
O=C(Nc1cccc(-c2ccc(F)cc2)c1)C1CCCN(Cc2cccnc2)C1 (configuration not stated)	5	-13
O=C(Nc1ccc(N2CCCCCC2)cc1)c1ccccc1Cl	15	-5
O=C(O)Cc1ccc(O)c(O)c1	8	-7
COC(=O)[C@]1(C)N[C@H](c2ccc(-c3cccc(Cl)c3)c(OC)c2)[C@@H]2C(=O)N(C)C(=O)[C@@H]21	30	11
CSc1ccc(CN2CCC(C)(Oc3cccc(Cl)c3)C2)cc1 (configuration not stated)	-2	4
O=C(Cc1ccc2c(c1)OCCO2)N1CCN(c2ccccc2)CC1	3	-4
CC(C)(C)C(=O)N1CCCC1C(=O)O (configuration not stated)	-19	5
COc1ccc(C(=O)C2CCN(C(=S)NCC3CCCO3)CC2)cc1 (configuration not stated)	22	-5
COc1ccc2nc(NC(=O)c3ccc4ncsc4c3)sc2c1	16	9
CC(Sc1nnc2ccccn12)C(=O)N1CCc2ccccc2C1 (configuration not stated)	-1	-1
Cc1c(C)n(CC(O)CN(CCO)CCO)c2ccccc12 (configuration not stated)	-23	6
COC(=O)[C@]1(Cc2ccccc2)N[C@H](CN(C)S(=O)(=O)c2ccc(C(C)(C)C)cc2)[C@@H]2C(=O)N(Cc3ccccc3)C(=O)[C@@H]21	23	4
Cc1ccc(S(=O)(=O)CCc2nnc(NC(=O)c3ccco3)s2)cc1	5	2
Cc1ccc(CNC(=O)CS(=O)CC(=O)O)cc1 (configuration not stated)	-4	3
CCc1ccc(C(=O)NNC(=O)c2ccc(OCC(=O)N3CCOCC3)c(OC)c2)cc1	28	-2
NS(=O)(=O)c1cccc(NC(=O)COC(=O)CCC(=O)c2cccs2)c1	9	-11
O=C1[C@@H]2[C@@H]3C[C@@H]([C@H]4ON=C(c5ccc(Cl)cc5Cl)[C@@H]34)[C@@H]2C(=O)N1C1CCCCC1	-20	7
COc1ccc(CCNC(=O)CCCn2c(=O)[nH]c3cc(OC)c(OC)cc3c2=O)cc1OC	-5	3
Cc1csc(SCC(=O)NC(=O)C2CCCCC2)n1	3	6
CCOC(=O)c1ccccc1NC(=O)c1cccc([N+](=O)[O-])c1	-7	10
COc1cc(/C=C/C(=O)O)cc(S(=O)(=O)Nc2ccc3cn[nH]c3c2)c1OC	6	8
Cc1ccc(O)c(C(=O)CC(=O)c2ccccc2Cl)c1	-7	1
Cc1onc(-c2ccccc2)c1CNS(=O)(=O)c1ccccc1	-4	-10
CN(c1ccc(C(=O)Nc2ccccc2C(=O)N2CCOCC2)cc1)S(C)(=O)=O	-12	-8

Some of the entries so far, with each value named:
Cc1csc(SCC(=O)NC(=O)C2CCCCC2)n1
- H9c2 TAG inh: 3
- H9c2 TAG inh DAPI viability: 6

CCOC(=O)c1ccccc1NC(=O)c1cccc([N+](=O)[O-])c1
- H9c2 TAG inh: -7
- H9c2 TAG inh DAPI viability: 10

Continued.
SMILES	H9c2 TAG inh	H9c2 TAG inh DAPI viability
Clc1ccc(Cn2nc(-c3ccccc3)nc2-c2ccccc2)cc1	-7	-4
COc1ccc(N2CC(C(=O)NCc3cccnc3)CC2=O)cc1 (configuration not stated)	-6	4
Cc1ccc(-c2nc(C)sc2CC(=O)O)cc1	-7	-6
COc1ccc(-c2csc(C3=C(O)CN(CCCN4CCCC4=O)C3=N)n2)cc1OC	-1	6
Cc1ccc(-c2nnc(SCC(=O)NC3CC3)n2N)cc1	5	-3
CN(C)S(=O)(=O)N1CCC(Oc2ccc(C(=O)NCc3cnn(C)c3)cc2)CC1	-11	-1
CC(OC(=O)c1ccc(Cl)nc1)C(=O)NC1(C#N)CCCCC1 (configuration not stated)	-6	2
S=c1nn[nH]c2ccccc12	-2	1
Cc1cc(C)n2nc(SCC(=O)Nc3ccc(F)cc3[N+](=O)[O-])nc2n1	12	-6
O=C(CN1CCCCCC1)NCCN1C(=O)S/C(=C\c2ccccc2Cl)C1=O	10	11
CSc1ccc(CNC(=O)C2(C)CCN2C(C)C)cc1 (configuration not stated)	-5	112
CCN1CCSc2ccc(C(=O)NCc3ccccc3Br)cc21	-3	26
Cc1ccc(C(=O)OCC(=O)NC(=O)c2ccccc2)o1	13	2
CCCC/C(O)=N\S(=O)(=O)c1ccc(N=NN(C)C)cc1	-1	16
O=C(NCc1ccccc1)NC(O)C(Cl)(Cl)Cl (configuration not stated)	2	-10
CCOc1ccc(NC(=O)COC(=O)c2cc(=O)c3ccccc3o2)cc1	-14	-1
CNC(=O)CN(c1cc(C)ccc1OC)S(=O)(=O)c1ccc(C)cc1	2	1
Cc1ccc2sc(N3CCN(C(=O)c4ccc([N+](=O)[O-])o4)CC3)nc2c1C	6	-1
CCS(=O)(=O)c1nc2ccccc2n1Cc1ccccn1	-1	5
CC(=O)c1ccc(NC(=S)NC(C)c2ccc(Cl)cc2Cl)cc1 (configuration not stated)	-6	2
CCOC(=O)N1CCN(Cc2nc(Cc3cccc(C(F)(F)F)c3)no2)CC1	10	-10
COc1ccc(NC(=O)Nc2ccc3nc([C@@H]4O[C@H](CO)[C@@H](O)[C@H](O)[C@H]4O)[nH]c3c2)cc1OC1CCCC1	-1	-10
CC(C)C(C)NC(=O)COc1ccc(OCc2ccccc2)cc1 (configuration not stated)	1	-8
CCOC(=O)N1CCC(NC(=O)C(Cc2ccccc2)NC(=O)C2CCCCC2)CC1 (configuration not stated)	19	-16
CCN1C(=NCCCCO)N[C@@H](c2cccc(C(F)(F)F)c2)C(C(=O)OC)=C1C	-6	-1

5 entries already listed, sorted by molecular weight, descending:
SMILES	H9c2 TAG inh	H9c2 TAG inh DAPI viability
COc1ccc(NC(=O)Nc2ccc3nc([C@@H]4O[C@H](CO)[C@@H](O)[C@H](O)[C@H]4O)[nH]c3c2)cc1OC1CCCC1	-1	-10
CCOC(=O)N1CCN(Cc2nc(Cc3cccc(C(F)(F)F)c3)no2)CC1	10	-10
CCN1CCSc2ccc(C(=O)NCc3ccccc3Br)cc21	-3	26
Cc1ccc(-c2nnc(SCC(=O)NC3CC3)n2N)cc1	5	-3
S=c1nn[nH]c2ccccc12	-2	1

New compounds follow.
SMILES	H9c2 TAG inh	H9c2 TAG inh DAPI viability
CC(=O)c1c(C)[nH]c(C(=O)NCc2ccc(C)cc2)c1C	-29	-2
O=C1CN(C(=O)COC(=O)/C=C/c2ccc(F)cc2)c2ccccc2N1	1	-3
NC(Cc1ccc(F)cc1)c1csc(Nc2ccc(C(F)(F)F)cn2)n1 (configuration not stated)	90*	-42*
COc1c(C)cc(C(=O)C2CCCN(S(=O)(=O)c3c(C)noc3C)C2)cc1C (configuration not stated)	7	-3
CCc1cccc(C)c1NC(=O)c1cccc(N(C)C)c1	5	-3
COc1ccc(Cc2noc(CN(C)C3CC(C)(C)NC(C)(C)C3)n2)cc1OC	5	-2
Clc1ccc(CSc2nnc(-c3ccccn3)n2Cc2cccs2)cc1Cl	-24	1
CCOC(=O)C1CCCN(CC(=O)N(C)c2c(N)n(Cc3ccccc3)c(=O)[nH]c2=O)C1 (configuration not stated)	-14	-4
CCOc1ccc(-n2c(SCc3ccc(C#N)cc3)nnc2-c2cccnc2)cc1	15	-9
O=C(CN1C(=O)NC2(CCCC2)C1=O)Nc1ccccc1-c1ccccc1	-5	0
CCc1n[nH]c2c1/C(=N/O)CCC2	11	-2
O=C(O)CSc1c2c(nc3cc(C(=O)N4CCCC4)ccc13)CCCC2	9	2
Cc1cc(-c2nc3cccnc3s2)ccc1NS(=O)(=O)c1cccs1	-3	31
Cc1cccc(NC(=O)CSc2nnc(CCNC(=O)OC(C)(C)C)o2)c1C	0	6
Cc1ccc(OCCOCCNC(C)C)c(Br)c1	6	-2
O=C1CC(c2ccco2)Sc2nc3ccccc3n21 (configuration not stated)	13	0
COc1ccc(-n2nc([N+](=O)[O-])c(=NCCc3cccc(C)c3)n2O)cc1	-7	12
CSCCC(NS(=O)(=O)c1ccccc1)C(=O)OCc1nc2ccsc2c(=O)[nH]1 (configuration not stated)	-22	-7
O=C(CSc1nnc(COc2ccc(Cl)cc2)o1)OC1CCCCC1	-27	-3
COc1ccc(-c2c(-c3cc(OC)cc(OC)c3)n(C)c3ccc(-c4cnc(OC)nc4)cc23)cc1	12	14
COc1ccc(C(c2nnnn2CCc2ccccc2)N2CCN(C)CC2)cc1OC (configuration not stated)	7	9
Cc1ccc(C(=O)N2CCN(C/C=C/c3ccccc3)CC2)cc1S(=O)(=O)N1CCOCC1	3	5
COCCCNC(=O)Cn1nc(-c2ccccc2OC)ccc1=O	-7	3
O=C(O)c1ccc(NC(=O)c2cn(-c3ccccc3)nc2-c2ccc(Br)cc2)cc1	12	11
CCc1ccc(-n2c(=O)c3ccccc3n(CC(=O)C(C)(C)C)c2=O)cc1	5	-7

Reformatted: 4 of the compounds above
> CC(C)C(C)NC(=O)COc1ccc(OCc2ccccc2)cc1 (configuration not stated)
- H9c2 TAG inh: 1
- H9c2 TAG inh DAPI viability: -8
> CCOC(=O)N1CCC(NC(=O)C(Cc2ccccc2)NC(=O)C2CCCCC2)CC1 (configuration not stated)
- H9c2 TAG inh: 19
- H9c2 TAG inh DAPI viability: -16
> CCN1C(=NCCCCO)N[C@@H](c2cccc(C(F)(F)F)c2)C(C(=O)OC)=C1C
- H9c2 TAG inh: -6
- H9c2 TAG inh DAPI viability: -1
> CC(=O)c1c(C)[nH]c(C(=O)NCc2ccc(C)cc2)c1C
- H9c2 TAG inh: -29
- H9c2 TAG inh DAPI viability: -2

(listing goes on)
SMILES	H9c2 TAG inh	H9c2 TAG inh DAPI viability
CCc1cc(CNC(=O)c2cc(COc3ccc(C)nc3)on2)on1	-1	-6
O=C(COC(=O)c1ccc(Cl)nc1)NCc1ccco1	-19	5
Cc1cccc(NC(=O)CSCC(=O)Nc2nnc(C3CC3)s2)c1	7	-1
CC(C)(CNS(=O)(=O)c1cccs1)N1CCOCC1	10	-4
CC(NC(=O)COC(=O)CCc1nc2ccccc2c(=O)[nH]1)c1ccccc1 (configuration not stated)	3	-2
Cc1ccc2nc(SCC(=O)N/N=C/c3ccc(C(=O)O)cc3)cc(C)c2c1	0	-1
O=C(O)c1cnc(-c2ccccc2)nc1Sc1ccccc1Cl	-1	-1
O=C(CSc1nnnn1Cc1ccccc1)NC1CCCCC1	5	-5
Cc1cc2oc3c(c(=O)c2cc1C)C(c1cccc(Br)c1)N(Cc1ccco1)C3=O (configuration not stated)	6	2
CCc1ccc(C2NC(=S)NC3=C2C(=O)CCC3)cc1 (configuration not stated)	-5	6
Cc1ccc(CNC(=O)CCC(=O)N2CC(C)Oc3ccccc32)cc1 (configuration not stated)	9	-1
CN(CC(=O)Nc1cccc(F)c1)C(=O)c1cccc(N2C(=O)CCC2=O)c1	3	3
COCc1c(C(=O)NC2CCCCC2)sc2cccc(F)c12	-5	-1
C=CCn1c(COc2ccccc2C)nnc1SCC(=O)O	-2	-4
COc1ccccc1CNC(=O)c1ccc2nc(N3CCOCC3)sc2c1	-9	-2
c1csc(-c2nn[nH]n2)c1	8	1
COc1ccccc1NS(=O)(=O)c1cc(N)ccc1N1CCCC1	-2	0
COC(=O)c1nnn(-c2nonc2N)c1CSc1ccc(Cl)cc1	-13	-14
O=[N+]([O-])c1ccc(S(=O)(=O)Nc2cccc(-c3ccc(N4CCOCC4)nn3)c2)cc1	9	3
O=C(NCc1ccco1)c1nnc(Cc2ccc(F)cc2)o1	-8	9
c1ccc(C(c2ccccc2)N2CCN(Cc3nnnn3C3CCCC3)CC2)cc1	2	-2
O=C(O)CC/C(=N\Nc1ccc(S(=O)(=O)N2CCCC2)cc1[N+](=O)[O-])c1cccs1	1	-2
Cc1noc(C)c1COC(=O)C1CCN(S(=O)(=O)c2ccc(F)cc2)CC1	-12	-3
CCC(=O)N(CCc1ccc(OC)c(OC)c1)Cc1cc2ccc(C)cc2n2nnnc12	4	-7
CCC1CCCCN1Cc1nc2c(c(=O)n(C)c(=O)n2C)n1CCCc1ccccc1 (configuration not stated)	18	1

Further records.
SMILES	H9c2 TAG inh	H9c2 TAG inh DAPI viability
COCCN1Cc2cccc(C(=O)Nc3ccccc3OC)c2C1=O	2	4
CCCCCCC(=O)N(O)C1CC(=O)N(Cc2ccccc2)C1=O (configuration not stated)	0	-5
Cc1ccc(CSC2=Nc3ccccc3C3=NC(CCC(=O)NCc4ccco4)C(=O)N23)cc1 (configuration not stated)	-9	-11
Cc1ccc(S(=O)(=O)N(Cc2cccc(C)c2)C(=O)N2CCN(C)CC2)cc1	0	-4
COc1ccc(-n2sc3ccc(F)cc3c2=O)cc1	-17	-8
Cc1cc2sc3ccc(C#CC4(O)CCCCC4)cc3c(=O)c2cc1C	13	7
COC(=O)c1ccc(/C=N/Nc2nc(C)c(C)s2)cc1	9	10
Cc1ccccc1OCC(=O)N/N=C/c1ccc(N(C)C)cc1	20	6
CC(Sc1nnc(-c2ccco2)n1N)C(=O)NCc1ccc2c(c1)OCO2 (configuration not stated)	-31	25
COc1cc(CNC2CCCCC2OC)cc(OC)c1 (configuration not stated)	12	-9
O=C(O)COc1ccccc1/C=N/NC(=O)CSc1nc2ccccc2n1Cc1ccccc1	2	4
CC1=C(C(=O)OCc2ccc([N+](=O)[O-])cc2)N2C(=O)C(NC(=O)Cc3ccccc3)C2SC1 (configuration not stated)	3	1

Reprinted at random: 2 records from the list, in no set order.
SMILES	H9c2 TAG inh	H9c2 TAG inh DAPI viability
CCCCCCC(=O)N(O)C1CC(=O)N(Cc2ccccc2)C1=O (configuration not stated)	0	-5
COCCN1Cc2cccc(C(=O)Nc3ccccc3OC)c2C1=O	2	4
